Screening data deposited in PubChem by National Center for Advancing Translational Sciences (NCATS).
HT1080 IDH1KD tx = kills HT-1080 cells with IDH1 knockdown | HT-1080 IDH1 knockdown viability, ATP luminescence, 48 h | Potency, µM (highest dose often 46.1 µM), for inactives: at the top dose activity, negative = toxicity, usual class: cytotoxic | 2% of 360,000 active | AID 686971;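 further: potency means the concentration at half of the fitted maximal effect; 0% = DMSO wells and -100% = cell-free medium wells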
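Assay cells: HT-1080 with IDH1 knockdown, 750 per well, RPMI/5% FBS. Exposure: 48 h at 37 °C following 2 h pre-incubation. Read: CellTiter-Glo luminescence; fitted concentration-response, curve class assigned.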
ATXN2 expr inh = reduces ATXN2 reporter expression in HEK-293 cells; HEK-293 ATXN2-luciferase reporter, luminescence, 24 h; Potency, µM (titrated, usually from 57 µM), for inactives: at the top dose activity change, negative = inhibition, actives largely listed as inhibitors; 0.72% of 360,000 active; AID 1745845; further: potency means the concentration at half of the fitted maximal effect; on the % scale 0 is the no-effect control and ±100 the full control effect; nearly all actives have a fitted effect of over 55% in size
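ATXN2-luciferase reporter cells (luciferase flanked by upstream and downstream ATXN2 gene portions) were treated 24 h at 37 °C with compounds at up to 57 uM. SteadyGlo luminescence gave expression; GF-AFC fluorescence gave viability.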
KB-V1 MDR tox = KB-V1 MDR subline cytotoxicity; KB-V1 MDR cells viability, CellTiter-Glo, 72 h; Potency, µM (titrated, usually from 46.1 µM), inactives show at the top dose activity change, negative = cytotoxicity, actives largely listed as cytotoxic; 3.4% of 400,000 active; further: potency means the concentration at half of the fitted maximal effect; on the % scale 0 is the no-effect control and ±100 the full control effect; nearly all actives have a fitted effect of over 60% in size
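Readout: CellTiter-Glo luminescence, 10 min after addition. Cells: KB-V1 MDR subline, 72 h at 37 degrees C with compound. Analysis: corrected, normalized data fitted to concentration-effect curves.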
ATXN viability = viability counter-screen for ATXN expression inhibitors | S2 cells (HEK-293 line with an ATXN2-luciferase reporter) viability, CellTiter-Fluor protease fluorescence, 24 h | Potency, µM (top dose mostly 56.7 µM), usual class: cytotoxic | 0.49% of 400,000 active; further: potency means the concentration at half of the fitted maximal effect; nearly all actives have a fitted effect of over 40% in size
MCF10A rerep = DNA re-replication induction in MCF 10a cells. MCF 10A DNA re-replication, Hoechst nuclear intensity, 48 h. Potency, µM (series often up to 46.1 µM), for inactives: at the top dose activity, positive = re-replication, most hits filed as activators. 2.9% of 350,000 active; further: potency means the concentration at half of the fitted maximal effect; % of control where 0% means no effect; nearly all actives have a fitted effect of over 50% in size
IL-1B inflam inh = inhibitors of inflammasome signaling (IL-1 beta secretion). THP-1 LPS/ATP IL-1B secretion, AlphaLISA, 16 h; hits give low values. activity change, % at 57.5 µM. 4.7% of 360,000 active. AID 743279; in the data active means activity change below about -50%; inconclusive means mostly about -30% to -49%; further: on the % scale 0 is the no-effect control and ±100 the full control effect
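THP-1 cells pretreated 1 hr with compounds (up to 57.5 uM final), then stimulated with LPS (250 ng/mL final) plus ATP (1.25 mM final); secreted IL-1B measured by AlphaLISA after 16 hr, decreased signal indicating inhibition.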
KB-3-1 cytotox = KB-3-1 parental cell cytotoxicity | KB-3-1 viability, CellTiter-Glo ATP luminescence, 72 h | 1.4% of 400,000 active | Potency, µM (titrated, usually from 46.1 µM), for the others: at the highest dose activity change, negative = cytotoxic, actives largely listed as cytotoxic | AID 1347075; further: potency means the concentration at half of the fitted maximal effect; on the % scale 0 is the no-effect control and ±100 the full control effect; nearly all actives have a fitted effect of over 60% in size
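Screening of KB-3-1 cells (DMEM, 10% FBS, phenol-red free) ran from lowest to highest compound concentration; after 72 h at 37 °C viability was read luminescently and curves fitted.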
HT1080NT lethal = kills 2HG-producing HT-1080-NT fibrosarcoma cells | 1.6% of 360,000 active | Potency, µM (series often up to 46.1 µM), for inactives: at the top dose activity, negative = less viability, hits mostly cytotoxic | HT-1080-NT fibrosarcoma viability, CellTiter-Glo ATP luminescence, 48 h;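 further: NT is the 2HG producing partner of a matched IDH1 knockdown line; potency means the concentration at half of the fitted maximal effect; 0% = DMSO-treated cells and -100% = media-only wells without cells; nearly all actives have a fitted effect of over 55% in size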
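Compounds were tested in concentration-response format on HT-1080-NT cells for 48 hours at 37 degrees C. Cell viability came from CellTiter-Glo luminescence; curves were classified by r2, response magnitude and activity.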
SW480 rerep = inducers of DNA re-replication in SW480 colon cancer cells; SW480 DNA re-replication, Hoechst DNA content imaging, 48 h; Potency, µM (highest dose often 46.1 µM), for inactives: top-dose re-replication activation, most hits filed as activators; 1.8% of 340,000 active; further: potency means the concentration at half of the fitted maximal effect; % of control where 0% means no effect; nearly all actives have a fitted effect of over 55% in size
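Image-based DNA-content assay: after two days of treatment, nuclei were labelled with the DNA dye Hoechst and imaged, and hits were compounds raising the count of nuclei showing high fluorescence intensity.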
* hit, by the source's call; i = inactive; ? = inconclusive; · = no result given; & = joins results of further samples; [ ] = another dose, or the depositor's remark. Unless noted, the call rests on the fitted dose curve; in most records, active means well fitted curve in the direction sought with a large enough effect; inconclusive means small, poorly fitted or top-dose-only effect, or another doubt; inactive means no such curve, though single readings can be large; an effect the other way counts as inactive or inconclusive.

| canonical_smiles | HT1080 IDH1KD tx | ATXN2 expr inh | KB-V1 MDR tox | ATXN viability | MCF10A rerep | IL-1B inflam inh | KB-3-1 cytotox | HT1080NT lethal | SW480 rerep |
| --- | --- | --- | --- | --- | --- | --- | --- | --- | --- |
| CCc1ccc(C(=O)COC(=O)C2CCN(c3ccc(C(F)(F)F)cn3)CC2)cc1 | 11.5% | 7.6% | -1.1% | i | -1.9% | 13.7 | 20.0% | 7.8% | -1.1% |
| CN(Cc1ccccc1N1CCCC1)C(=O)c1cc2ccccc2o1 | -6.1% | -15.0% | -1.1% | ? | ? | 2.4 | 2.3% | -6.0% | 8.2% |
| O=C(COc1cccc2c1CCN(Cc1ccccc1)C2=O)N1CCCCC1 | -21.1% | -7.1% | ? | i | ? | -10.4 | -27.9% | -15.4% | ? |
| CCN(C(=O)c1cn(CC)c(=O)c2cc(OC)c(OC)cc12)c1ccccc1F | · | 7.9% | -21.6% | i | · | · | 9.9% | · | · |
| CC(C)N(C(=O)COC(=O)c1ccc(Cl)s1)c1ccccc1 | 5.9% | 4.5% | 17.6% | i | 3.0% | 0.3 | 9.3% | 6.9% | 3.7% |
| O=C(Nc1cccc(F)c1)c1oc2ccccc2c1NC(=O)C12CC3CC(CC(C3)C1)C2 | · | 2.4% | 62.5% | i | · | · | -2.9% | · | · |
| COc1ccc(-c2noc(CN(C)CCC3CCCCO3)n2)cc1 (configuration not stated) | -1.4% | -8.2% | ? | i | -0.7% | 6.6 | 0.0% | -1.9% | -66.1%[inhibitor] |
| CCCCn1cc(C(C)(C)C)c(C#N)c1NC(C)=O | 5.3% | 1.8% | ? | i | 0.1% | 4.5 | 25.8% | 8.5% | -7.1% |
| CCOc1ccc(OCCSc2nc(C)cc(=O)[nH]2)cc1 | 1.5% | 39.6%[activator] | 0.0% | i | ? | 15.0 | 11.4% | -1.5% | 9.9% |
| CC(=O)Nc1ccc(C(=O)NNC(=O)CCCCC(=O)NNC(=O)c2ccc(NC(C)=O)cc2)cc1 | ? | -12.3% | -2.0% | i | 5.6% | 5.3 | 16.7% | -18.4% | -4.1% |
| COc1cccc2c(N/N=C/c3ccco3)cc(C)nc12 | 3.3% | 32.6% | 0.6% | ? | 0.7% | -27.4 | 12.9% | 7.0% | 4.5% |
| O=C(NC(=S)Nc1ccc(Cl)cc1)c1ccccc1 | 10.0% | -11.1% | 15.2% | i | 0.9% | -17.4 | 9.5% | ? | 6.6% |
| CC(C)CC(COCc1ccc(F)cc1)N1CCN(C(=O)c2cccc(C(F)(F)F)c2)CCC1=O (configuration not stated) | -13.6% | -9.0% | -0.9% | ? | 29.6% | -9.3 | 0.0% | -16.8% | -2.7% |
| OC(c1cccc(Cl)c1)c1ncc(-c2ccc(C(F)(F)F)cc2)[nH]1 (configuration not stated) | ? | ? | 2.9% | · | · | ? | 0.0% | ? | · |
| CCC(=O)NNc1nc2c(C)cccc2s1 | 5.1% | -8.6% | 2.8% | i | -4.0% | 2.2 | -5.5% | 7.9% | · |
| C=C1CCN(Cc2ccccc2)S(=O)(=O)c2ccccc21 | -1.8% | -3.8% | 1.8% | i | ? | -5.0 | -1.9% | -2.4% | ? |
| Cc1ccccc1Nc1c(-c2ccc(Cl)s2)nc2c(C)cccn12 | · | -3.6% | 0.9% | i | · | · | 13.4% | · | · |
| Cc1ccc(C)c(CN2C(=O)c3ccccc3S(=O)c3ccc(C(=O)NCc4ccccc4)cc32)c1 (configuration not stated) | · | 1.1% | 0.0% | i | · | · | -0.7% | · | · |
| COc1cccc(NC(=O)C(=O)N/N=C/c2cc(C)n(-c3ccc(Cl)c(Cl)c3)c2C)c1 | -18.5% | -14.3% | -20.2% | i | 3.3% | -3.2 | 1.8% | -12.8% | -2.1% |
| C[C@]12CC[C@@H]3c4ccc(O)cc4CC[C@H]3[C@@H]1CC[C@@H]2OC(=O)CCC(=O)O | -8.4% | 5.1% | ? | i | 19.0%&-37.2% | 2.6 | 0.0% | -34.0% | -5.7%&6.0% |
| O=C(CCn1c(=O)oc2ccccc21)N(Cc1ccccc1)c1ccccn1 | -8.5% | 4.9% | 0.0% | i | -2.3% | -0.9 | 6.2% | 5.4% | 1.2% |
| COC(=O)c1sccc1NC(=O)c1ccco1 | 15.5% | -3.3% | -0.9% | i | 6.4% | -2.2 | 2.7% | 7.3% | -3.6% |
| COC(=O)c1cc(NC(=O)c2cccc(F)c2)cc(C(=O)OC)c1 | -1.3% | -3.0% | 5.7% | i | 0.6% | -11.2 | 10.7% | 1.1% | -6.4% |
| CCn1c(SCC(=O)NC(C)c2ccccc2)nc2ccccc21 (configuration not stated) | 3.0% | 1.2% | -15.9% | i | -24.1% | -10.8 | 6.2% | 2.6% | -4.4% |
| COc1ccccc1CCNC(=O)C(=O)NCC1CCCN1S(=O)(=O)c1ccccc1 (configuration not stated) | ? | ? | 20.6µM* | i | ? | -15.5 | -35.4% | ? | ? |
| COc1ccc(F)cc1C(=O)C1CCCN(C(=O)CSc2ccccn2)C1 (configuration not stated) | 1.7% | -5.4% | ? | ? | -2.4% | 36.3 | -7.7% | 4.2% | -2.9% |
| Cn1c(N)c(C(=O)COC(=O)[C@H](Cc2ccccc2)N2C(=O)c3ccccc3C2=O)c(=O)n(C)c1=O | 0.6% | 5.4% | ? | i | ? | -15.9 | 16.7% | -1.3% | 12.4% |
| Nc1sc(-c2ccccc2)cc1C(=O)N/N=C/c1ccc(Cl)cc1 | -21.2% | 5.9% | 1.1% | i | ? | -25.4 | 2.0% | -28.8% | 14.0% |
| N/C(=N\O)c1ccncc1 | 15.0% | 4.4% | 7.2% | i | -3.7% | 3.7 | -0.1% | 9.1% | -11.6% |
| O=C(CN1CCN(Cc2ccc(F)cc2Cl)C1=O)NCCCN1CCOCC1 | -0.3% | -10.8% | 16.8% | i | -7.4% | -9.6 | 5.7% | 22.7% | -19.6% |
| O=C(NC1CCCCCC1)C1CCC(CNS(=O)(=O)c2ccc(Br)s2)CC1 (configuration not stated) | 0.5% | -36.3% | -12.2% | i | ? | 22.9 | 3.6% | -0.1% | -2.7%&4.7% |
| O=C(NC(=S)Nc1ccc(Br)cn1)c1cccs1 | -3.4% | · | 2.2% | ? | 9.2% | 38.6 | 3.1% | -4.6% | -73.9%[inhibitor] |
| CCOc1ccc(N(C)S(=O)(=O)c2ccc3c(c2)C(C)(C)C(=O)N3C)cc1 | · | 0.7% | -18.2% | i | · | · | -3.8% | · | · |
| O=C(COC(=O)CNS(=O)(=O)c1ccc(F)c(F)c1F)NC1CCCC1 | -1.2% | -3.8% | ? | i | -1.1% | -1.1 | 1.1% | -2.4% | -1.5% |
| CCOc1ccc(C2=Nn3c(nnc3-c3ccccn3)SC2)cc1 | -8.1% | -23.7% | ? | i | -0.4% | -1.7 | -17.5% | -17.8% | -2.9% |
| Cc1nc2ccc(NC(=S)N3CCC(C)CC3)cc2nc1C | -10.1% | 7.3% | 3.3% | i | -1.3% | 44.5 | 15.9% | -0.5% | -0.9% |
| O=C1CC(N(C(=O)c2ccco2)c2cccc(Cl)c2)C(=O)N1c1cccc(Cl)c1 (configuration not stated) | -2.6% | 2.6% | -3.4% | i | -3.1% | 19.2 | -22.6% | 9.1% | -2.8% |
| O=C1CCCc2c1[nH]c1ccccc21 | 4.8% | 19.0% | 16.9% | i | 12.8% | 93.2 | 5.6% | 6.9% | -3.1% |
| COc1ccc(N=Nc2cc(C)ccc2O)cc1 | -0.3% | 41.4%[activator] | 12.1% | i | -2.0% | -8.0 | 9.8% | -4.5% | -0.9% |
| COC(=O)C1=C(N)Oc2cc(C)[nH]c(=O)c2C1c1cc(OC)c(OC)c(OC)c1 (configuration not stated) | 14.5% | 1.0% | 29.2% | i | -0.7% | 28.4 | 7.4% | 11.1% | -1.1% |
| Cc1ccc(C)c(OCCSc2nc3ccccc3n2CC(=O)N2CCOCC2)c1 | · | -5.9% | -2.3% | ? | · | · | 1.3% | · | · |
| O=S(c1cc(Cl)cc(Cl)c1O)c1cc(Cl)cc(Cl)c1O | ? | ? | ? | ? | 13.3µM* | -67.5* | ? | ? | 0.0% |
| Cc1nn(C)c(C)c1S(=O)(=O)N(CC(=O)Nc1ccc2c(c1)OCO2)c1ccc(C(C)C)cc1 | -8.3% | 1.3% | -28.6% | i | 0.4% | -3.4 | -8.6% | 1.7% | -9.9% |
| CCCCSc1cc(=O)[nH]c(N)n1 | -4.2% | 4.4% | -1.4% | i | -2.3% | 4.0 | -1.8% | 1.7% | -5.8% |
| Cc1ccc(-n2c(=O)c3c4c(sc3n(CC(=O)Nc3ccccc3C)c2=O)CCCCC4)cc1C | · | 6.0% | -14.0% | i | · | · | 0.0% | · | · |
| O=C(CCCOc1ccc(Cl)cc1)NCC1CCCO1 (configuration not stated) | -0.9% | -2.8% | 0.0% | i | 3.8% | -14.5 | -6.8% | -2.3% | -1.7% |
| CCc1ccc(N(C(=O)c2csnn2)C(C(=O)NC2CCCCC2)c2cccnc2)cc1 (configuration not stated) | -7.5% | -1.6% | ? | i | -2.2% | 4.0 | -2.5% | -13.8% | 12.3% |
| Cc1cccc(N(Cc2cc3ccccc3[nH]c2=O)C(=O)c2cccc(Cl)c2)c1 | · | -7.4% | -19.9% | i | · | · | -5.5% | · | · |
| C[C@H]1CN([C@@H](C)CO)C(=O)CCCn2nncc2CO[C@@H]1CN(C)C(=O)c1ccc2ccn(C)c2c1 | 0.8% | 1.9% | ? | i | · | -22.2 | 17.6% | -7.3% | · |
| CC(C)c1ccc(NC(=O)C2CCCN(S(=O)(=O)c3ccc4c(c3)C(C)(C)C(=O)N4C)C2)cc1 (configuration not stated) | -19.2% | -20.3% | -4.6% | i | 19.6% | 58.3 | ? | -27.7% | 16.8% |
| COc1cccc(-c2noc(CCC(=O)NC3CCCC3)n2)c1 | 0.7% | -2.7% | -26.9% | i | 8.7% | 2.3 | -5.2% | 6.4% | -17.2% |
| COc1ccc(OC)c(-n2cnnn2)c1 | 3.0% | -2.8% | -10.8% | i | -3.3% | 0.0 | 2.2% | 6.3% | -11.1% |
